Hck Nef HTS – blocks Nef-activated human Hck kinase; P08631; Recombinant Hck-YEEI plus Nef, Z-Lyte FRET kinase assay; inhibition, % at 20 µM; 0.68% of 220,000 active; AID 463187;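 active = Hck-Nef kinase inhibition above about 50%, limit read from the data; inactive = inhibition below that limit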;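 note: 0% = DMSO with Hck plus Nef and 100% = Hck alone without Nef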
Target sequence (P08631 whole entry, looked up): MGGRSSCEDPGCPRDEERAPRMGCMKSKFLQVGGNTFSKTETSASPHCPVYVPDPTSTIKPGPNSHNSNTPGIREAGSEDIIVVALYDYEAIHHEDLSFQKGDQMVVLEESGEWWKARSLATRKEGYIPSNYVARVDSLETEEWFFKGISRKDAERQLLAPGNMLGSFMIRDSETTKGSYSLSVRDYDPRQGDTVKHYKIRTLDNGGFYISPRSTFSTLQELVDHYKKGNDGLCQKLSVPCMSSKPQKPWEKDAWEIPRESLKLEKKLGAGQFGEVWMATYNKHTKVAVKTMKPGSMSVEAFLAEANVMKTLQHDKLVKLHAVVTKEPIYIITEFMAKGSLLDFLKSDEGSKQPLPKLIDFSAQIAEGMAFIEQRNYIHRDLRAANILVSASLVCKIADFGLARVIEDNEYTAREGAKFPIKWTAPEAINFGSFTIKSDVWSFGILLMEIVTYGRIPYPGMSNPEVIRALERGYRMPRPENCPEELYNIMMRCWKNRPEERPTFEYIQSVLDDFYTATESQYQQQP
TNF death inh – blocks TNF-alpha induced death of Jurkat FADD-/- cells; Jurkat FADD-/- TNF necroptosis rescue, ATP luminescence, 24 h; 0 = TNF only, 100 = no-TNF cells; activation (protection from cell death), % at 10 µM; 0.068% of 220,000 active; AID 463075;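 active = activation, meaning protection from cell death, of at least 50% relative to plate controls; inactive = activation below 50%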;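 note: necroptosis triggered by 40 ng/mL TNF-alpha added together with compound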
EP2 modulator – EP2 receptor (human) modulation | P43116 | EP2-expressing cells, cAMP HTRF FRET, PGE2 co-stimulation | induction, % at 25 µM | 0.83% of 260,000 active;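 active = compounds whose cAMP rise, as percent of the full-agonist control response, exceeds 60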;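 note: rat C6 glioma line stably carrying human EP2 under a CMV promoter; the protocol text gives 20 µM as final concentration; 100% = response of wells given 1 µM PGE2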
Target sequence (P43116 whole entry, looked up): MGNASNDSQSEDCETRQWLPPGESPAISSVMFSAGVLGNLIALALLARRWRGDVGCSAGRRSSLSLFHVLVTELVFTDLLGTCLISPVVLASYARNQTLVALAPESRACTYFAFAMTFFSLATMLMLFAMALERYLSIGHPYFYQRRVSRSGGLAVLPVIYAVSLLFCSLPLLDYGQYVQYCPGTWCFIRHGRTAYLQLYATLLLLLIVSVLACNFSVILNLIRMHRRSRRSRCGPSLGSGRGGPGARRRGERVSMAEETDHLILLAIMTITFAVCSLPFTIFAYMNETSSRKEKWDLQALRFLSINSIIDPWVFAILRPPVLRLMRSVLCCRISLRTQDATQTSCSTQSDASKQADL
PERK inh – inhibitors of human PERK kinase. CHO PERK-DD fusion, SEAP luminescence translation reporter. inhibition, % at 5.6 µM. Q9NZJ5. 0.17% of 220,000 active. AID 1416;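 active = inhibition above the mean inhibition of all tested compounds plus 3 SD, set separately per screening campaign, cut at about 2.9% in these data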;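 note: PERK kinase domain activated by AP20187 dimerizer at 100 nM; 0% = DMSO with dimerizer and 100% = rapamycin at 8.4 µM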
Runt-SMMHC FRET – inhibitors of human RUNX1 Runt domain binding to CBFb-SMMHC; Q01196+Q13951; Cerulean-Runt/Venus-CBFb-SMMHC FRET ratio 530/480, 1 h; inhibition, % at 20 µM; 0.74% of 220,000 active; AID 1434;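 active = mean inhibition across duplicate retests at 20 µM reaching about 50%, limit read from the data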;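 note: 0% = DMSO wells and 100% = wells with excess untagged CBFb-SMMHC; inhibitors lower the FRET ratio by blocking Runt binding to CBFb-SMMHC; some results filed as inactive read as strong as hits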
PGE2 EP2 inh – EP2 receptor (human) inhibition; inhibition, % at 25 µM; P43116; AID 1422; C6 glioma cells expressing human EP2, cAMP TR-FRET; cells stimulated with saturating PGE2; 0.52% of 260,000 active;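 active = percent inhibition above 40 after rounding to a whole number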;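 note: rat C6 glioma host cells with rolipram phosphodiesterase inhibitor present; the protocol text gives 20 µM as final concentration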
L929 necroptosis – blocks zVAD induced death of L929 cells; L929 zVAD necroptosis rescue, ATP luminescence, 24 h; with zVAD 60 µM; viability rescue, % at 10 µM; AID 1377; 0.38% of 220,000 active;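 active = activation, scaled between plate controls, above about 75%, limit read from the data; inactive = activation under that limit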;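 note: 0% = zVAD with DMSO and 100% = DMSO alone without zVAD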
Runt-CBFb FRET – blocks binding of human RUNX1 Runt domain to CBFb; Q01196+Q13951; Cerulean-Runt/Venus-CBFb FRET ratio 530/480, 1 h; inhibition, % at 20 µM; 0.46% of 220,000 active; AID 1496;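 active = inhibition over about 50% at 20 µM in the single-dose screen, limit read from the data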;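 note: 0% = DMSO wells and 100% = excess unlabeled CBFb competitor control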
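Assay system: Cerulean-Runt domain / Medium: Tris 50 mM pH 7.5, KCl, K2SO4, 0.01% BSA / Timing: protein complex preformed 1 h, compound exposure 1 h, room temperature, dark / Measured by: FRET, excitation 422 nm, emission at 530 and 480 nm / Evaluation: loss of energy transfer signal / Control set: 5 µM unlabeled CBFb as full-inhibition high control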
RBBP9 inhibitor – blocks human serine hydrolase RBBP9. recombinant RBBP9, FP-Rh probe fluorescence polarization. inhibition, % at 7.94 µM. 0.2% of 220,000 active;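 active = inhibition above the campaign mean of all tested compounds plus 3 SD, cut at about 14% in these data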;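 note: plate controls were DMSO wells with RBBP9 for no effect and wells lacking RBBP9 protein for full effect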
Target sequence (O75884 whole entry, looked up): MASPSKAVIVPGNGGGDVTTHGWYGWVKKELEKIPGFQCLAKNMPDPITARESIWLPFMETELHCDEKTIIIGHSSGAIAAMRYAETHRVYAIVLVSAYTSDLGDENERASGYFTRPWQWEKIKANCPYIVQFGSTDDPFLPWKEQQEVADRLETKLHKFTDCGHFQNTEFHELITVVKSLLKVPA
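Test system: recombinant human RBBP9. Quantity: 2.5 µM RBBP9 dispensing solution, before mixing. Detection: FP readout at 525/598 nm. Reagent: Serine-hydrolase probe FP-Rh, 375 nM pre-mixing. Measure: % inhibition. Control set: DMSO-treated enzyme wells and wells lacking RBBP9. Buffer or medium: Tris-NaCl-Pluronic buffer, pH 8.0. Times: preincubation 30 min plus labeling 45 min at 25 °C.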
Active calls of the source: *; . = not tested or not shown; & = joins results of further samples.

A first look (4 entries):
SMILES | Hck Nef HTS | TNF death inh | EP2 modulator | PERK inh | Runt-SMMHC FRET | PGE2 EP2 inh | L929 necroptosis | Runt-CBFb FRET | RBBP9 inhibitor
CN/N=C(\Cc1nc2ccccc2[nH]1)c1ccc([N+](=O)[O-])cc1 | 2 | -1.4 | -39 | 0.8 | 14 | 3 | 4.1 | 21 | -5
Cc1ccc(C(=O)N/C(=C\c2ccc(F)cc2)C(=O)NCc2ccncc2)cc1 | 5 | 1.5 | 1 | 1.2 | -2 | 1 | -0.4 | 0 | 3
FC(F)(F)c1cc(-c2ccco2)nc(NCc2ccccc2)n1 | 1 | 0.1 | 43 | 0.4 | -4 | 1 | 1.1 | 1 | -9
O=C(Cc1cccc2ccccc12)N/N=C/c1ccc(OC(=O)/C=C/c2ccco2)cc1 | 18 | -7.8 | -5 | 0.6 | 3 | 11 | -0.2 | -8 | -7

This part in full (from the top)
SMILES | Hck Nef HTS | TNF death inh | EP2 modulator | PERK inh | Runt-SMMHC FRET | PGE2 EP2 inh | L929 necroptosis | Runt-CBFb FRET | RBBP9 inhibitor
CN/N=C(\Cc1nc2ccccc2[nH]1)c1ccc([N+](=O)[O-])cc1 | 2 | -1.4 | -39 | 0.8 | 14 | 3 | 4.1 | 21 | -5
Cc1ccc(C(=O)N/C(=C\c2ccc(F)cc2)C(=O)NCc2ccncc2)cc1 | 5 | 1.5 | 1 | 1.2 | -2 | 1 | -0.4 | 0 | 3
FC(F)(F)c1cc(-c2ccco2)nc(NCc2ccccc2)n1 | 1 | 0.1 | 43 | 0.4 | -4 | 1 | 1.1 | 1 | -9
O=C(Cc1cccc2ccccc12)N/N=C/c1ccc(OC(=O)/C=C/c2ccco2)cc1 | 18 | -7.8 | -5 | 0.6 | 3 | 11 | -0.2 | -8 | -7
CC1=C(C(=O)OC(C)C)C(c2cccnc2)C2=C(CC(C)(C)CC2=O)N1 (stereo not drawn) | 34 | -1.6 | 13 | -1.1 | 102* | 12 | 0.6 | 77* | -9
S=C(NCCc1ccccc1)N1CCN(Cc2ccc(Cl)c(Cl)c2)CC1 | -1 | 2.9 | 5 | 0.8 | 2 | 14 | -0.4 | -2 | -5
O=C(CC1NCCNC1=O)Nc1ccc(Oc2ccccc2)cc1 (stereo not drawn) | -1 | -2.1 | 24 | -0.2 | 8 | 4 | 0.0 | 0 | -6
CC1Cc2ccccc2N1C(=O)CCS(=O)(=O)c1cccc2nonc12 (stereo not drawn) | -1 | 7.7 | 16 | -0.2 | 1 | 9 | 5.0 | -1 | -6
C#CCNc1nc(CC)nc2c1nnn2Cc1ccccc1F | -1 | -1.7 | 27 | -1.5 | 1 | 9 | 0.1 | -3 | -5
O=C1CCN(CCc2ccccc2)CCN1CCSc1ccc(Br)cc1 | 30 | 1.9 | -28 | . | -3 | 11 | 0.3 | -2 | .
CCCc1noc(-c2ccc(-c3ccccc3)cc2)n1 | 1 | -0.4 | 32 | 1.6 | 4 | 5 | 0.1 | -2 | -5
COc1cccc(C2C(C(=O)c3cc4ccccc4o3)=C(O)C(=O)N2c2cc(C)on2)c1OC (stereo not drawn) | 4 | -1.0 | 31 | 1.1 | 26 | . | -0.2 | 8 | 1
COc1ccc(/C=C(\NC(=O)c2ccccc2)C(=O)NCCC(=O)O)cc1 | 25 | -0.4 | 12 | 0.7 | 0 | 5 | -0.7 | 2 | -11
S=C(NC1CCCC1)N1CCN(c2ccc(Cl)cc2)CC1 | -5 | -3.9 | -49 | 1.2 | 3 | 6 | 0.3 | 0 | 1
O=C(N[C@@H](Cc1ccccc1)C(=O)O)c1ccc(C(F)(F)F)cc1 | -5 | 1.0 | 15 | 0.4 | 6 | 6 | -0.1 | 10 | -3
Cc1ccsc1C(=O)OCC(=O)Nc1cccc(S(=O)(=O)NC2=NCCCCC2)c1 | 27 | 1.2 | -15 | 2.6 | -5 | 9 | 0.1 | 1 | 0
COc1cc(OC)c(N(C)S(=O)(=O)c2cccc(C(=O)NC3=NCCS3)c2)cc1Cl | 18 | -2.8 | -32 | -0.8 | 1 | 15 | -0.1 | 3 | -5
CC(C)(C)c1cc2cccnc2n1Cc1cccc(F)c1 | 1 | 0.1 | 11 | -0.5 | 0 | 9 | 0.1 | 0 | -4
CCC(=O)Nc1cccc(C2=NOC3(C2)C[C@@H](C(N)=O)N(C(=O)CC)C3)c1 (stereo partly drawn) | 15 | 1.1 | 7 | . | -1 | 8 | 1.4 | 1 | .
CCN1CCN(Cc2ccc(NC(=O)c3ccc(C)c(NC(=O)c4ccno4)c3)cc2C(F)(F)F)CC1 | 101* | 9.9 | 10 | . | 3 | 8 | 75 | 1 | .
Cc1cnc(NC(=O)CCCc2nc3ccccc3s2)s1 | 1 | 13 | -13 | 0.1 | 1 | 15 | 53 | 1 | -9
CC(C)c1ccc(NC(=O)c2cc(Br)ccc2Br)cc1 | 19 | 2.4 | 26 | 0.3 | -1 | 3 | 51 | 2 | -10
COc1ccc(N2C(=O)c3ccccc3NC23CCC(C)CC3)cc1 (stereo not drawn) | 0 | -1.5 | 32 | 0.9 | 3 | 7 | 0.4 | 1 | 10
CCOC(=O)C1=NNC2(c3ccc(Cl)cc3)C(=O)N(c3ccc(C)cc3)C(=O)C12 (stereo not drawn) | 1 | 1.6 | 25 | 0.4 | 6 | 10 | 1.3 | 0 | -5
CCOC(=O)c1sc(NC(=O)CN2C(=O)NC3(CC(C)CC(C)(C)C3)C2=O)c(C(=O)OCC)c1C (stereo not drawn) | 0 | 6.0 | 2 | 0.7 | 1 | 8 | 5.6 | -4 | 0
CC(NC(=O)CNC(=S)N(Cc1ccccc1)Cc1cccnc1)c1ccccc1 (stereo not drawn) | 20 | 0.8 | -13 | -0.2 | 1 | 1 | -0.6 | -2 | -10
CCOC(=O)c1c(-c2cccc3ccccc23)csc1NC(=O)C1C2CCC(O2)C1C(=O)O (stereo not drawn) | 2 | 1.3 | 4 | -0.3 | -8 | 8 | 1.7 | -2 | -2
Cc1ccn2cc(-c3ccc4c(c3)NC(=O)CO4)nc2c1 | 3 | 0.0 | -31 | 1.5 | -17 | -1 | 1.9 | 0 | 7
Nc1nc(SCCO)[nH]c(=O)c1NC(=O)c1ccccc1F | -12 | 0.2 | 31 | 0.3 | 6 | 3 | 0.1 | 0 | -3
COc1cc(NS(=O)(=O)c2ccc(NC(=O)/C(=C/c3ccccc3Cl)NC(=O)c3ccccc3)cc2)nc(OC)n1 | 21 | 0.7 | 4 | 1.1 | -1 | 5 | 0.2 | -11 | 2
CC1=CC(=O)C=CC1(C)C(Cl)(Cl)Cl (stereo not drawn) | 0 | -1.3 | 14 | 1.5 | -6 | 6 | -0.2 | . | -1
CCN(Cc1ccccc1)Cc1nnnn1Cc1ccccc1 | -6 | -0.7 | 18 | 1.8 | 0 | 5 | -1.5 | -1 | 4
NS(=O)(=O)c1ccc(NC(=O)c2ccc(COc3ccccc3)o2)cc1 | 31 | -0.6 | -51 | -0.2 | -10 | 4 | 0.7 | 2 | -12
COc1ccc(/C=C/C(=O)C2CC2)cc1Cn1nc(C)c([N+](=O)[O-])c1C | 5 | -1.2 | 10 | 0.3 | 0 | 3 | -0.5 | -3 | -5
CCOC(=O)C1=C(C)NC(=O)C(C#N)C1c1ccco1 (stereo not drawn) | 0 | -1.6 | -5 | 1.7 | -7 | 6 | 0.0 | 0 | 1
CC1CCCCN1CCNC(=O)C1CCN(S(=O)(=O)c2cccc3cccnc23)CC1 (stereo not drawn) | 15 | -0.7 | 2 | 1.0 | 3 | 10 | 2.4 | 1 | -5
COc1cc(-c2cc(-c3ccc(F)cc3)nc(N)c2C#N)ccc1O | 18 | -5.6 | -77 | 0.2 | -1 | 3 | 4.7 | 0 | -7
COc1ccc2cc3[n+](cc2c1OC)CCc1cc2c(cc1-3)OCO2 | -3 | -3.2 | 4&14 | 0.5 | -10 | 10&10 | 0.5 | -5 | -11
CC(=O)NCCn1c(SCC(=O)c2ccccc2)nc2ccccc2c1=O | 1 | 1.2 | -21 | -1.4 | -2 | 9 | 0.0 | 5 | -3
O=C(CN1C(=O)c2ccccc2S1(=O)=O)N1CCN(c2ccccc2F)CC1 | -1 | 0.0 | 9 | 0.5 | -8 | 12 | 1.5 | -30 | 3
COc1ccc2cnnc(SCC(=O)Nc3ccccc3)c2c1OC | 6 | 1.7 | -20 | -0.7 | 2 | 6 | -0.6 | -3 | 2
O=c1cc(NCc2ccccc2)nc2n1CCCS2 | 3 | 0.2 | 28 | -0.7 | 1 | 8 | . | -4 | 3
CCN(CC)CCC(c1ccc(N(C)C)cc1)c1c(O)cc(OC)cc1OC (stereo not drawn) | 16 | 1.4 | -29 | . | 0 | 17 | 0.1 | 3 | .
Cc1ccc(S(=O)(=O)N(C)C)cc1NC(=O)COC(=O)c1ccc2c(c1)NC(=O)CS2 | 21 | -2.5 | -25 | 0.5 | 0 | 8 | 0.6 | 2 | 2
CC(=O)Nc1cccc(/C(C)=N/Nc2nc3ccccc3s2)c1 | 21 | 13 | -60 | -0.1 | 0 | 22 | 78* | 2 | -8
COC(=O)c1ccccc1NC(=O)CN(c1cc(OC)ccc1OC)S(C)(=O)=O | 1 | -0.2 | 20 | -0.3 | -7 | 10 | 0.2 | 0 | -9
COc1ccc(C(=O)NC2CCN(C(=S)NCCc3ccccc3)CC2)cc1 | 12 | -0.1 | -32 | 0.1 | 2 | 2 | 0.6 | 2 | 5
Cc1cc(=O)n2[nH]nnc2n1 | 11 | -1.7 | -15 | 1.0 | -2 | 8 | -0.6 | 3 | 0
CC(C)NC(=S)N1CCn2c(nc3ccccc32)C1 | -1 | 2.0 | -1 | 0.0 | 0 | 5 | 0.5 | 2 | -9
COc1ccc(NC(=O)Nc2cccc(C(=O)N3CCOCC3)c2)cc1OC | 6 | -0.4 | 7 | 1.9 | -3 | 9 | 1.5 | 2 | 3
CS(=O)(=O)c1nc(-c2ccco2)cc(C(F)(F)F)n1 | -1 | -16 | 33 | 0.3 | 1 | 3 | 72 | 6 | 0
CSc1ccccc1C(=O)C1CCCN(Cc2cnn(-c3ccccc3)c2)C1 (stereo not drawn) | 8 | 3.3 | -19 | -0.3 | -4 | 4 | 0.5 | 2 | 18*
Cc1ccc(OCC(=O)Nc2ccc(N3CCN(S(C)(=O)=O)CC3)cc2)cc1 | 18 | 0.7 | -8&12 | 0.5 | -3 | 11&12 | 9.1 | 0 | -8
CCS(=O)(=O)c1ccc(O)c(NC(=O)COc2ccc(OC)cc2)c1 | -7 | -0.5 | -40 | 1.1 | 2 | 13 | 0.7 | 7 | -8
Cc1ccc(S(=O)(=O)Nc2cccc(N(C)S(C)(=O)=O)c2)cc1[N+](=O)[O-] | 6 | 0.6 | -32 | -0.4 | -6 | 5 | 1.0 | 5 | -1

Bioassay records as filed in PubChem BioAssay.

The list is partial (hit frequency here may not be typical).
